GLS inh: blocks human kidney-isoform glutaminase activity. O94925. GLS enzymatic activity, qHTS titration. Potency, µM (titrated, usually from 45.5 µM), inactives show at the highest dose activity change, negative = inhibition, hits mostly inhibitors. hit rate 0.21% among 410,000. AID 624170; further: potency means the concentration at half of the fitted maximal effect; on the % scale 0 is the no-effect control and ±100 the full control effect
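Two-point fluorescence kinetic (t0, 30 min RT) for hKGA; glutamate detected via glutamate oxidase–HRP–Amplex Red. Substrate: 1 mM L-glutamine solution; buffer 45 mM KH2PO4, pH 8.2.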
BAZ2B block: BAZ2B (human) inhibition. Q9UIF8. AlphaScreen BAZ2B-H3K14Ac peptide displacement. Potency, µM (series often up to 114 µM), inactives show at the highest dose activity change, negative = inhibition, most hits filed as inhibitors. hit rate 4.4% among 360,000. AID 504333; further: potency means the concentration at half of the fitted maximal effect; on the % scale 0 is the no-effect control and ±100 the full control effect; nearly all actives have a fitted effect of over 60% in size
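AlphaScreen displacement of biotin-H3(5-23)K14Ac peptide (50 nM final) from BAZ2B (50 nM final) in PBS pH 7.4, 0.01% Tween-20; complex preformed 30 min RT, then compounds (top 110 uM) 30 min RT, beads 20 min dark.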
ERG-DNA inh: inhibitors of human ERG Ets domain-DNA interaction; AID 624246; P11308; hit rate 0.028% among 370,000; fluorescence polarization, His-ERG Ets domain / labelled DNA; Potency, µM (top dose mostly 76.9 µM), inactives show top-dose FP activity, negative = inhibition, actives largely listed as inhibitors; active means well fitted inhibition curve with a large enough effect in the polarisation, with a control signal flat; inconclusive means small, poorly fitted or top-dose-only effect, or effect the other way, or a change in a side signal; inactive means no such curve, though single readings can be large or run the other way; the % refers to the polarisation;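 further: polarization taken with two DNA probes labelled with fluorescein and Texas red; potency means the concentration at half of the fitted maximal effect; % of control where 0% means no effect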
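His-tagged ERG Ets domain (1 uM in the protein solution; 300mM KCl, 50mM Tris-HCl, 1mM EDTA, 1mM DTT, pH 7.5) received compound, then a probe mix of 5 nM fluorescein-DNA and 100nM Texas-615-DNA. Fluorescence polarization was read for both dyes.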
PI4K2A inh: blocks human PI4K2A kinase activity | activity change, negative = inhibition, % at 76.9 µM | Q9BTU6 | hit rate 0.13% among 420,000 | purified PI4K2A, ADP-Glo luminescence, 1 h; active compounds read low; in the data active means activity change below about -50%; inconclusive means mostly about -30% to -49%;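 further: -100% = wells without enzyme as full effect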
Target sequence (Q9BTU6 whole entry, looked up): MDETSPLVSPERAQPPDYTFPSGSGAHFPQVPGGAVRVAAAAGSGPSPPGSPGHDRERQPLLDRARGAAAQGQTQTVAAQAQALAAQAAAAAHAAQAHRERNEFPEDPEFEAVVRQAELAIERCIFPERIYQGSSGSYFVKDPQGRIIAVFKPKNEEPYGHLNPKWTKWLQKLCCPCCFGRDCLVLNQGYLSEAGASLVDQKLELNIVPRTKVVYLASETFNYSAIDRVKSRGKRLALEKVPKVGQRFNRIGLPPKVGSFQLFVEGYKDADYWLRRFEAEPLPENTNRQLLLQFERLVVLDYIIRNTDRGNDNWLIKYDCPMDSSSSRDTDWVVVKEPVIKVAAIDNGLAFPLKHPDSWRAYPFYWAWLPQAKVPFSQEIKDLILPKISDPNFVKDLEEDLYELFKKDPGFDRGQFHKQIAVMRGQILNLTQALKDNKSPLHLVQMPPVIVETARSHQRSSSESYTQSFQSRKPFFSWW
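PI4K2A activity was measured by ADP-Glo luminescence: enzyme (4 ug/mL stock) and phosphatidylinositol (1.2 mM stock) in Tris pH 7.5/MgCl2/EGTA/Triton X-100 buffer were reacted with ATP (300 microM stock) for one hour at ambient temperature.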
HP1b binding inh: blocks HP1-beta chromodomain binding to methylated histone tails; AlphaScreen HP1-beta / biotin-H3K9me3 peptide binding; Potency, µM (top dose mostly 114 µM), for inactives: top-dose activity change, negative = inhibition, usual class: inhibitors; hit rate 0.56% among 390,000; AID 540317; further: potency means the concentration at half of the fitted maximal effect; nearly all actives have a fitted effect of over 70% in size; inactives centre near 23
Target sequence (P83916 whole entry, looked up): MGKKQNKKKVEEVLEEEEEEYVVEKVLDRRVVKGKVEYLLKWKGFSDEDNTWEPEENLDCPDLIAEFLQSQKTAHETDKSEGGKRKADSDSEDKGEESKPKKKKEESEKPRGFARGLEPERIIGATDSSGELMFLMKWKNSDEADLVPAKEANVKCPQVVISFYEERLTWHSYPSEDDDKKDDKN
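HP1-beta protein (50 nM final) preincubated 30 min at room temperature with biotinylated H3(1-18)K9me3 peptide (50 nM) in PBS pH 7.4, 0.01% Tween-20, then compound added for 30 min. AlphaScreen streptavidin donor/nickel chelate acceptor beads (10 ug/mL final), 30 min dark, luminescence read.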
G9a block: blocks human histone lysine methyltransferase G9a; G9a H3K9 monomethylation, AlphaScreen, 2 h; hit rate 8.8% among 350,000; Potency, µM (highest dose often 102 µM), for the others: top-dose activity, negative = inhibition, hits mostly inhibitors; Q96KQ7; further: potency means the concentration at half of the fitted maximal effect; on the % scale 0 is the no-effect control and ±100 the full control effect; nearly all actives have a fitted effect of over 75% in size
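AlphaScreen read-out: biotin-H3K9 peptide (500 nM) methylation by 20 nM enzyme with 20 uM SAM, 2 h at room temperature after 15 min compound preincubation; anti-monomethyl H3K9 antibody plus donor/acceptor beads, 10 min dark.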
Pin1 inhibitor: inhibitors of human Pin1; Q13526; hit rate 0.009% among 390,000; Potency, µM (series often up to 115 µM), for the others: at the top dose activity, negative = inhibition, hits mostly inhibitors; Pin1 FP peptide displacement, HiFluor488, 10 min; active means well fitted inhibition curve with a large enough effect in the polarisation, with a control signal flat, not every such curve was filed as active; inconclusive means small, poorly fitted or top-dose-only effect, or effect the other way, or a change in a side signal; inactive means no such curve, though single readings can be large or run the other way; the % refers to the polarisation; further: potency means the concentration at half of the fitted maximal effect; on the % scale 0 is the no-effect control and ±100 the full control effect
Target sequence (Q13526 whole entry, looked up): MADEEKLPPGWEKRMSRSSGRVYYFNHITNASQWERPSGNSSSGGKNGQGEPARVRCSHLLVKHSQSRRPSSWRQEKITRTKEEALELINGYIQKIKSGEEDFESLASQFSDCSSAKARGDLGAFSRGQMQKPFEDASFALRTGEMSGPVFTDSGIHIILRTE
JMJD2A Tudor: inhibitors of human JMJD2A Tudor domain | AlphaScreen JMJD2A-Tudor / H3K4me3 peptide binding | hit rate 4.4% among 390,000 | Potency, µM (top dose mostly 114 µM), for the others: at the top dose activity change, negative = inhibition, most hits filed as inhibitors; further: potency means the concentration at half of the fitted maximal effect; on the % scale 0 is the no-effect control and ±100 the full control effect; nearly all actives have a fitted effect of over 50% in size
PGK inhibitor: inhibitors of T. brucei phosphoglycerate kinase | P07378 | PGK/GAPDH coupled, Kinase-Glo luminescence, 60 min | Potency, µM (doses to about 57.5 µM), for inactives: at the highest dose activity change, negative = inhibition, actives largely listed as inhibitors | hit rate 0.043% among 380,000 | AID 602233; further: potency means the concentration at half of the fitted maximal effect; on the % scale 0 is the no-effect control and ±100 the full control effect; nearly all actives have a fitted effect of over 60% in size
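Recombinant glycosomal PGK reaction used 1,3-bisphosphoglycerate generated in-well by GAPDH (100nM final) in 100mM TEA pH 7.6, 5mM MgCl2, 0.01% Tween-20. After 60 minutes at room temperature, ATP was read by Kinase-Glo Plus luminescence end-point.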
* marks the source's active call; other numbers are inactive results; i = inactive; ? = inconclusive; / = not tested or not shown; [ ] = another dose, or the depositor's remark. Unless noted, the call rests on the fitted dose curve; in most records, active means well fitted curve in the direction sought with a large enough effect; inconclusive means small, poorly fitted or top-dose-only effect, or another doubt; inactive means no such curve, though single readings can be large; an effect the other way counts as inactive or inconclusive.

Every second line gives: GLS inh	BAZ2B block	ERG-DNA inh	PI4K2A inh	HP1b binding inh	G9a block	Pin1 inhibitor	JMJD2A Tudor	PGK inhibitor
> Nc1cc(=O)[nH]c(SCC(=O)N2N=C(c3ccc4ccccc4c3)CC2c2ccccc2)n1 (centres undefined)
  13%	?	0%	0	-4%	-26%[12.7 µM]	21%	?	1%
> COC(=O)c1sccc1NC(=O)c1ccc(C(C)C)cc1
  3%	85%[activator]	-5%	4	121%[activator]	99%[activator]	1%	122%[activator]	-4%
> COc1ccc(C(O)c2ncc(C(F)(F)F)cc2Cl)cc1 (centres undefined)
  -5%	1%	-7%	-2	0%	-11%	9%	-12%	-5%
> CCOC(=O)c1c(S(=O)(=O)N2CCCC(C(=O)Nc3cccc(CC)c3)C2)c(C)n(CC)c1C (centres undefined)
  -1%	-26%	2%	-2	37%	15%[59 µM]	6%	-16%	-3%
> CCCCn1c(N)c(N(CCOC)C(=O)c2cccc(S(=O)(=O)N(C)c3ccc(C)cc3)c2)c(=O)[nH]c1=O
  0%	-4%	2%	3	22%	-24%[59 µM]	8%	-5%	3%
> CC1=C(C(=O)OC(C)C)C(c2cccs2)C(C(=O)OC(C)C)=C(C)N1
  -9%	1%	0%	5	50%	13%[59 µM]	-3%	4%	-1%
> O=C(Oc1ccc(/C=N/O)cc1)c1ccccc1
  18%	2%	-4%	-7	15%	-3%[59 µM]	-9%	-8%	-12%
> O=C(NCc1cccs1)C1CCN(S(=O)(=O)c2ccc3c(c2)OCCO3)CC1
  6%	10%	-8%	9	9%	22%[59 µM]	3%	-17%	-9%
> CCOc1ccc(NC(=O)CN(C)C(=O)CSC(C)C(=O)Nc2cc(C)on2)cc1OCC (centres undefined)
  -6%	-6%	-9%	0	43%[activator]	-4%[12.7 µM]	10%	-4%	9%
> COCCCNC(=O)Cn1nnc(-c2ccccc2NC(=O)c2ccccc2F)n1
  4%	4%	/	-3	27%	4%	9%	1%	8%[11.5 µM]
> CC(CNC(=O)c1ccc2nc(Cc3ccccc3)oc2c1)c1ccccc1 (centres undefined)
  -2%	1%	6%	5	8%[57 µM]	14%[59 µM]	5%	-10%	-3%
> Cc1ccc(Nc2nnc(SC(C)C(=O)NCC3CCCO3)s2)cc1 (centres undefined)
  1%	/	26%	2	37%	/	0%	6%	-1%
> COc1ccc2[nH]cc(CCNS(=O)(=O)c3ccccc3)c2c1
  2%	-34%	6%	0	-8%	-26%	-1%	-26%	2%
> Nc1cc(OC(=O)c2ccccc2Br)nn1S(=O)(=O)c1ccccc1
  4%	?	0%	59	-26%	4%[2.33 µM]	1%	3%[11.4 µM]	3%
> CCc1ccc(OCCNC(=O)c2ccccc2SCc2ccccc2)cc1
  7%	38%[activator]	0%	2	107%[activator]	22%	4%	36%	0%
> Cn1nc(C(F)(F)F)c(-c2ccc(F)cc2)c1NC(=O)Nc1ccc(F)cc1
  3%	-4%	16%	1	7%	11%	1%	-16%	i
> O=C(NC1CCCCC1)NC1(C(=O)N2CCN3CCCC3C2)CCCCC1 (centres undefined)
  -5%	-1%	6%	2	23%	-2%[59 µM]	-2%	8%	-3%
> CCOC(=O)Nc1cccc(OCC(=O)Nc2ccc3c(c2)CCC3)c1
  3%	/	10%	-5	35%	/	-2%	-4%	4%
> COc1cc(C)nc(Oc2ccc(OCCOc3ccccc3)nn2)n1
  1%	-4%	3%	-3	10%	8%[12.7 µM]	4%	-15%	i
> Cc1nnc(SC(C)C(=O)Nc2ccc3ccccc3c2)[nH]c1=O (centres undefined)
  7%	5%	16%	1	7%	21%[59 µM]	5%	-7%	-9%
> Cc1ccc2onc(CC(=O)N3CCN(c4ccc(Cl)cc4)CC3)c2c1
  3%	-1%	8%	3	12%	?	-4%	-20%	-7%
> Cc1ccc(NC(=S)N(CCCN2CCOCC2)Cc2cccs2)c(C)c1
  5%	2%	3%	2	-1%	?	2%	-10%	-18%
> Cc1ccc(C2N3CC4([N+](=O)[O-])CN2CC([N+](=O)[O-])(C3)C4(C)C)cc1 (centres undefined)
  0%	4%	6%	-2	35%	0%[59 µM]	-10%	-9%	8%
> COc1cc(-c2nc(Cn3nnc(C(=O)Nc4cccc(Cl)c4)c3C)c(C)o2)cc(OC)c1OC
  2%	1%	-2%	4	35%[activator]	1%[59 µM]	-6%	-17%	i
> Cc1ccc(NC(=O)CN2C(=O)c3cccnc3Oc3ccc(Cl)cc32)cc1
  -4%	0%	0%	-3	28%	-30%[59 µM]	0%	-10%	4%
> CCC(CO)Oc1cc(NCc2ccc(OC)cc2)c2ncn(C(C)C)c2c1 (centres undefined)
  24%	?	1%	-2	-7%	-4%[0.501 µM]	-6%	-36%	-5%
> CCOC(=O)c1c(S(=O)(=O)N2CCC(C(=O)Nc3cccc(C)n3)CC2)c(C)n(C)c1C
  1%	1%	9%	0	25%	3%[59 µM]	-5%	-5%	7%
> COc1ccc(NC(=O)CCNC(=O)Cn2ccc3ccccc3c2=O)cc1Cl
  -14%	8%	0%	-1	18%	14%	3%	14%	4%
> COc1ccc(C(=O)CSc2ncn[nH]2)cc1OC
  -2%	8%	-2%	2	32%	?	0%	40µM*	8%
> CCOc1ncccc1C(=O)NCc1ccccc1Cl
  4%	1%	5%	1	26%	24%	2%	-10%	6%
> COC(=O)c1cc(OC)nc2c1c(=O)n(C)c(=O)n2C
  9%	11%	/	-3	30%	-2%[59 µM]	-7%	-3%	-1%
> Cc1cc(C)n2nc(CC(=O)NNC(=O)c3ccc(N(C)C)cc3)nc2n1
  28%	?	0%	-1	38%	/	-7%	-10%	-1%
> CCOc1ccccc1C(=O)NC1CCN(Cc2nnnn2C2CCCC2)CC1
  -12%	/	-9%	5	21%	-1%[59 µM]	-3%	-14%	-4%
> CCOC(=O)NC1(C(F)(F)F)C(=O)N(Cc2ccccc2)C2=C1C(=O)CC(C)(C)C2 (centres undefined)
  /	6%[57.1 µM]	-1%	0	18%	-6%	5%	1%	-7%
> Cc1ccccc1Nc1nnc(SCC(=O)Nc2ccccc2[N+](=O)[O-])s1
  -3%	?	-5%	-2	?	45µM*	-6%	?	3%
> Cc1cccc(C)c1NC(=O)CSc1nc(-c2ccccc2)nc2c1Cc1c(CO)cnc(C)c1O2
  -9%	-11%	3%	-6	41%[activator]	2%[59 µM]	2%	-2%	-11%
> O=C(COC(=O)CSc1nnc(-c2ccc(Cl)cc2)o1)NCc1ccc2c(c1)OCO2
  0%	6%	-8%	-3	42%[activator]	3%[12.7 µM]	-1%	4%	-4%
> CCc1ccc(NC(=O)C(=O)NCC2CCCO2)cc1 (centres undefined)
  8%	-1%	2%	-6	31%	23%	5%	-4%	-2%
> CCN1CCN(c2ccc(N=Cc3ccc(O)cc3O)cc2)CC1
  ?	32µM*	-2%	-3	?	/	69%[activator]	?	-5%
> Cn1c(=O)c2c(c3ccccc31)OC(=O)CC2c1cccc(F)c1 (centres undefined)
  -4%	-4%	-5%	2	36%[activator]	4%[59 µM]	2%	-3%	0%
> Cc1nn(Cc2ccc(C(=O)Nc3nccs3)cc2)c(C)c1Cl
  -2%	-1%	-3%	-5	32%	45µM*	0%	-28%	-1%
> Cc1[nH]n(-c2ccccc2)c(=O)c1C(c1ccccc1C(=O)O)c1c(C)[nH]n(-c2ccccc2)c1=O
  -1%	-29%	-16%	2	34%	?	-9%	-10%	-2%
> NNC(=O)c1ccc(Cn2cccn2)o1
  0%	-15%	4%	-26	49%[activator]	2%	1%	-4%	i
> COc1cccc(OC)c1CC1SC(=O)NC1=O (centres undefined)
  0%	1%	-4%	1	27%	29%	-4%	-5%	-2%
> COc1ccccc1CNC(=O)CCC1N=C2c3ccccc3N=C(SCc3ccccc3Cl)N2C1=O (centres undefined)
  -10%	-11%	1%	-5	0%	5%[59 µM]	5%	-2%	-6%
> CC(=O)c1ccc(NC(=O)CSc2nnc(-c3ccncc3)n2C2CC2)cc1
  1%	-2%	17%	4	39%	20%[12.7 µM]	8%	-4%	5%
> COc1cc(C(=O)OCC(=O)Nc2ccccc2C(=O)NC2CC2)c([N+](=O)[O-])cc1OC
  -1%	3%	1%	-1	20%	43%[activator][12.7 µM]	0%	-11%	4%
> COc1ccc(OC)c(C(C)NC(=O)C(C)n2cc([N+](=O)[O-])cn2)c1 (centres undefined)
  0%	-2%	0%	1	19%	24%[12.7 µM]	4%	-10%	-6%
> Cc1ccc(C)c(SCC(=O)OC/C(O)=C(\C#N)c2nc3ccccc3[nH]2)c1
  9%	-1%	27%	-1	31%	-5%	?	-18%	-1%
> CC(C)(C)C(=O)C1=C(O)C(=O)N(c2ccccc2)C1c1ccccc1 (centres undefined)
  -1%	-23%	-1%	10	35%	-11%	-2%	7%	-7%
> Cn1ncc(Cl)c1C(=O)N1CCc2ccccc21
  -8%	7%	7%	0	33%	?	-2%	-1%	-10%
